High-throughput results (PubChem BioAssay)
BaF3 tox: reduces parental Ba/F3 cell viability, JAK2V617F counter-screen; CellTiter-Glo ATP luminescence; inhibition, % at 5.6 µM; 1.1% of 220,000 active;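 active = inhibition above a per-campaign cutoff, the mean inhibition of all tested compounds plus 3 SD, cut at about 27% in these data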;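 also: 0% = DMSO wells and 100% = JAK Inhibitor I control wells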
m-calpain inh: inhibitors of pig calpain II. purified calpain II, fluorogenic peptide substrate, 30 min. inhibition, % at 16 µM. 0.37% of 220,000 active. AID 1236;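 active = inhibition above about 50%, limit read from the data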
EP2 mod: modulators of human EP2 prostaglandin E2 receptor. P43116. EP2-expressing cells, cAMP HTRF FRET, PGE2 co-stimulation. induction, % at 25 µM. 0.83% of 260,000 active;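 active = compounds whose cAMP rise, as percent of the full-agonist control response, exceeds 60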;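 also: rat C6 glioma line stably carrying human EP2 under a CMV promoter; the protocol text gives 20 µM as final concentration; 100% = response of wells given 1 µM PGE2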
Ba/F3 V617F tox: lowers viability of Ba/F3 cells expressing EpoR and JAK2V617F; 1.1% of 220,000 active; inhibition, % at 5.6 µM; ATP luminescence;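 active = inhibition above the campaign mean plus 3 SD over all tested compounds, cut at about 24% in these data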;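 also: cytokine-independent growth of Ba/F3 cells driven by EpoR plus mutant JAK2; 0% = DMSO-treated cells and 100% = JAK inhibitor I control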
TRPML3 ag: agonists of human TRPML3 channel. Q8TDD5. HEK293 TRPML3-YFP, Fluo-8 calcium fluorescence; 100% = the carbachol control signal. activation, % at 3 µM. 0.29% of 220,000 active. AID 1448;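 active = activation above its plate's cutoff, the mean activation of the plate's test wells plus 3 SD, cut at about 12% in these data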;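 also: 0% = DMSO only wells and 100% = carbachol wells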
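Material: TRPML3-YFP stable HEK293 cells | Dosing: One concentration, 3 µM nominal, 0.3% DMSO | Timing: 125 s total fluorescence read per well | Technique: Fluo-8 calcium dye fluorescence, ex 470-495, em 515-575 nm | Measure: Percent activation from peak-to-basal fluorescence ratio, scaled between DMSO and carbachol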
S1P4 antag: human S1P4 receptor antagonism. S1P4-expressing cells, antagonist mode, reporter read-out. O95977. 0.26% of 220,000 active. inhibition, % at 4.98 µM; in the data active = inhibition above about 29%;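 also: 0% = wells stimulated with agonist and 100% = vehicle wells without agonist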
TRPN1 ag: zebrafish TRPN1 (NompC) channel agonism; activation, % at 3 µM; 0.18% of 220,000 active; HEK293 zebrafish TRPN1-YFP, Fluo-8 calcium fluorescence; 100% = response to 87 µM carbachol;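 active = activation above its plate's cutoff, the mean activation of test wells on that plate plus 3 SD, cut at about 19% in these data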;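 also: 0% = DMSO alone and 100% = 87 µM carbachol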
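System: zebrafish TRPN1-YFP in HEK293 cells / Dosing: 3 µM single point / Timing: dye loading 1 h at 37 °C, then 30 min room temperature / Signal: Fluo-8 calcium fluorescence, excitation 470-495 nm, emission 515-575 nm / Read-out basis: percent activation from peak over basal fluorescence ratio, control-normalized / Control set: high carbachol 87 µM, low DMSO alone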
PERK inhibitor: blocks human PERK kinase. Q9NZJ5. CHO PERK-DD fusion, SEAP luminescence translation reporter. inhibition, % at 5.6 µM. 0.17% of 220,000 active. AID 1416;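 active = inhibition above the mean inhibition of all tested compounds plus 3 SD, set separately per screening campaign, cut at about 2.9% in these data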;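 also: PERK kinase domain activated by AP20187 dimerizer at 100 nM; 0% = DMSO with dimerizer and 100% = rapamycin at 8.4 µM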
Target sequence (Q9NZJ5 whole entry, looked up, the tested form may be a part): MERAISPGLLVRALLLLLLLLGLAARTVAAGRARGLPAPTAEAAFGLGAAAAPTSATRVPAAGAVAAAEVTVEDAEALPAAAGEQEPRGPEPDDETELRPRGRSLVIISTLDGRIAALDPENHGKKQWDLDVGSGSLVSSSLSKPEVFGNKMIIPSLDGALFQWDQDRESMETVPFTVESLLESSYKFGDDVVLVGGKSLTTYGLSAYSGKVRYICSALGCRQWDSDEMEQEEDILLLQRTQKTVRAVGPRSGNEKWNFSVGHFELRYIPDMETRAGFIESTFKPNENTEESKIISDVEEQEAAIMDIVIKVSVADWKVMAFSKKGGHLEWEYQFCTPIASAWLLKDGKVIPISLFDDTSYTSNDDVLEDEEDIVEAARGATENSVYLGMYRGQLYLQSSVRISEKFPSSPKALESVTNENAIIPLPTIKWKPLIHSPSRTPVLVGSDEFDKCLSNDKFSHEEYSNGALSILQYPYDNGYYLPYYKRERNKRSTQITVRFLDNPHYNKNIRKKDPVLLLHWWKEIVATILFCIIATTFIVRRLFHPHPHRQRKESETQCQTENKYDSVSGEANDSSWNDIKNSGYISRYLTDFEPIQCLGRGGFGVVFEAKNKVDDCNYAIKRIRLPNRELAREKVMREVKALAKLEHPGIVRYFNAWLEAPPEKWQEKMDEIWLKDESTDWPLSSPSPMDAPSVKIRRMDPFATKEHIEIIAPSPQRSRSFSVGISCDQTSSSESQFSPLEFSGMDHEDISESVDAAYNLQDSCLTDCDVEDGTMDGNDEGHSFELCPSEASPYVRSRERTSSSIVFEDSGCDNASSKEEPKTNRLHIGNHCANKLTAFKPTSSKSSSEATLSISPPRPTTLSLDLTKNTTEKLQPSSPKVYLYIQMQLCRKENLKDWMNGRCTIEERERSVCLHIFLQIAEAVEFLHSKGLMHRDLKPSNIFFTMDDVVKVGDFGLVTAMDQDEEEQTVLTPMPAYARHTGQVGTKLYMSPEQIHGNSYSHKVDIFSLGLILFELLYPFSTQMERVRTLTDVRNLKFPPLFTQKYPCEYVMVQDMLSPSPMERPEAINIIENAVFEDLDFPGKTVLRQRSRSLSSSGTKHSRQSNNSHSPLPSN
S1P4 agonist: agonists of human S1P4 receptor; activation, % at 4.98 µM; S1P4-expressing cell line, agonist reporter assay; AID 1509; 0.35% of 220,000 active; in the data active = activation above about 11%;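 also: 0% = DMSO vehicle and 100% = reference agonist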
Numbers without * were called inactive; . = no result given; & = joins results of further samples; ! = a repeat was not active. Outcome played no part in choosing rows. Share with any hit: about 3.6%.

Each structure is followed by: TRPN1 ag	PERK inhibitor	Ba/F3 V617F tox	S1P4 antag	TRPML3 ag	BaF3 tox	EP2 mod	m-calpain inh	S1P4 agonist
NC(=S)n1[nH]c(-c2ccc([N+](=O)[O-])cc2)c(N=Nc2cccc([N+](=O)[O-])c2)c1=O
    -0.1	-0.2	-2	7	0.6	7	-45	-3	0.0
Cn1c(CNC(=O)c2ccccc2F)nnc1SCC(=O)NCc1ccccc1
    -0.2	-0.5	6	-13	-0.2	7	1	12	-0.2
Cc1ccccc1NC(=O)CCN1CCCCCC1
    0.7	0.2	-3	-6	1.8	4	.	.	-2.2
O=C(N/N=C/c1cc2c(cc1[N+](=O)[O-])OCO2)c1ccccn1
    1.0	0.4	0	-8	-0.4	6	.	.	-0.6
O=C(Nc1nnc(CCN2CCCCC2)s1)c1ccccc1Cl
    1.2	0.3	0	-3	0.0	7	27	-29	0.3
Cc1nn(C)c(C)c1-c1c(C#N)c(N)nc2c1CCCCCC2
    1.0	0.6	-1	-19	0.7	1	11	-80	0.1
C=CCOC(=O)C1=C(C)NC(C)=C(C(=O)OCC=C)C1c1ccc(C)o1
    -2.4	-0.9	-6	10	-1.5	4	1	7	0.0
CCCCNC(=O)N(C)c1nc2ccccc2s1
    -2.5	0.4	0	-14	0.4	5	33	-17	1.2
Cc1ccc(-c2nn(-c3ccccc3)cc2/C=N/n2c(-c3ccncc3)n[nH]c2=S)cc1
    3.2	0.0	-1	7	1.4	6	-11	-24	1.6
CCOC(=O)/C(C(N)=NCCCO)=C(/O)c1ccccc1
    0.0	0.4	-1	-12	0.0	4	-15	9	0.8
CCOC(=O)NC1(Nc2ccc(Cl)cn2)Oc2ccccc2O1
    1.4	1.2	0	-13	0.3	4	30	-20	0.2
O=C(NC1CCCCC1)/C(=N\O)c1ccccn1
    1.8	1.4	0	11	0.9	6	25	21	1.1
CC(CNCc1ccc2c(c1)OCO2)NCc1ccc2c(c1)OCO2 (centres undefined)
    -0.9	0.3	6	-21	0.5	3	21	-12	-1.1
O=S(=O)(c1cccc2nsnc12)N1CCCC1
    -0.4	2.7	-1	-3	0.1	0	20	10	2.1
CCC(C)(C)n1nnnc1C(c1ccc(C)cc1)N1CCN(Cc2ccc3c(c2)OCO3)CC1 (centres undefined)
    -1.5	-0.1	2	-6	0.0	5	10&36	3	1.2

Additional structures:
Each structure is followed by: TRPN1 ag	PERK inhibitor	Ba/F3 V617F tox	S1P4 antag	TRPML3 ag	BaF3 tox	EP2 mod	m-calpain inh	S1P4 agonist
Cc1c(O)ccc(-c2n[nH]c(C(=O)O)c2-c2nc3ccccc3s2)c1O
    0.8	0.6	6	16	-0.1	0	-36	6	1.2
COc1ccc(-n2c(SCC(=O)N3CCCC3)nc3ccccc3c2=O)cc1
    1.8	0.0	-2	-23	0.5	1	7	-16	2.2
CCN(CC)S(=O)(=O)c1cccc(NC(=S)NC(=O)/C=C/c2ccc(S(=O)(=O)N3CCOCC3)cc2)c1
    -0.7	0.2	-2	0	-0.1	0	-22	-52	-0.5
S=C(Nc1ccc(Cl)cc1)N1CCOCC1
    0.5	-1.1	-4	-8	1.6	19	.	.	-1.2
Cc1nn(C)cc1C(=O)NNC(=S)Nc1ccccc1
    -2.2	-0.2	-5	4	-0.4	2	-3	36	0.5
CC(=O)Cc1nsc(NC(=O)c2ccc(-c3ccc(Cl)cc3Cl)o2)n1
    0.2	0.0	-3	-18	0.5	1	9	-111	-2.2
Cc1ccccc1-c1nc(CN2CCCC(C(=O)NCc3cccnc3)C2)c(C)o1 (centres undefined)
    -0.3	-1.4	3	-10	0.8	5	23	14	0.2
CC(=O)Nc1ccc(S(=O)(=O)NCCc2ccccn2)cc1
    0.2	0.3	-3	-26	0.8	3	10	-9	1.5
CC(C)n1cc(C(=O)c2cc(Br)ccc2O)cc(C#N)c1=O
    -1.4	-0.5	-3	1	0.1	3	-12	5	1.8
COC(CNC(=O)CC1C(=O)N(Cc2ccccc2)C(C)c2nc3ccccc3n21)OC (centres undefined)
    0.5	0.3	1	-20	0.6	9	5	-30	1.3
CC(=O)c1ncnn1CC(=O)c1ccc(Cl)cc1Cl
    0.6	0.8	0	-1	1.0	1	-5	-20	-1.0
O=[N+]([O-])c1ccc(NCCCO)c(C(F)(F)F)c1
    3.0	0.5	1	-4	0.8	5	27	-7	0.6
Nc1nc(SCc2nc3scc(-c4ccccc4)c3c(=O)[nH]2)n[nH]1
    -0.5	1.4	-3	-3	0.7	2	-7	-42	-0.3
CC(=O)OCC(=O)Nc1ccccc1C
    0.5	-0.3	2	-10	0.0	4	-9	21	-2.5
CCn1ccnc1CN1CCC(CO)(CCOc2ccccc2)CC1
    -0.7	1.3	-1	8	0.5	-4	10	-7	0.9

Continued.
Each structure is followed by: TRPN1 ag	PERK inhibitor	Ba/F3 V617F tox	S1P4 antag	TRPML3 ag	BaF3 tox	EP2 mod	m-calpain inh	S1P4 agonist
Cc1ccc(C(c2nnnn2CS(=O)(=O)c2ccc(C)cc2)N2CCCC2)cc1 (centres undefined)
    0.2	1.1	-1	-6	0.6	3	19	16	0.5
CCOC(=O)c1c(-c2ccccc2)oc2cc(CN(C)C)c(O)c(CN(C)C)c12
    2.0	-0.9	-1	-4	0.7	2	.	.	0.9
Cc1ccc(C(=O)NC(C)CCc2ccccc2)cc1[N+](=O)[O-] (centres undefined)
    -0.3	1.2	-2	-29	-1.1	6	-6	7	3.0
CC(=O)c1c(NCCc2ccccc2)cc(C)oc1=O
    0.5	-0.6	1	-8	-0.4	5	17	-9	2.2
N#Cc1cnn(-c2ccccc2)c1NC(=O)CN1CCOCC1
    -0.1	0.2	9	-7	1.1	-2	4	10	2.1
COc1ccc2nc(SCC(=O)NC3CCCc4ccccc43)[nH]c2c1 (centres undefined)
    -0.8	0.0	1	-11	-0.4	8	-49	7	1.6
C=CCn1c(CCC(=O)O)ccc1-c1ccc(OC)cc1
    0.5	0.1	-2	-7	0.5	5	4	-51	2.3
CSc1nc(-c2ccccc2)nc(NC(=O)c2ccccc2)c1C(C)=O
    0.6	0.4	4	-12	0.2	10	-16	2	0.9
CC1(C)CC(=O)C2=C(C1)N(N1CCOCC1)C(N)=C(C#N)C2c1cccnc1 (centres undefined)
    0.8	0.7	1	2	0.8	7	11	-12	2.9
CC12CN(C(=O)c3ccc([N+](=O)[O-])cc3)CC(C)(CN(C(=O)c3ccc([N+](=O)[O-])cc3)C1)C2=O
    0.0	0.3	5	5	1.0	-4	-8	29	1.2
COc1cccc(-c2csc(N3CCN(C(=O)Nc4ccccc4OC)CC3)n2)c1
    -1.4	-0.5	-2	-1	0.0	1	49	34	0.3
C=CCNC(=O)CCc1nnc(C2(c3ccc(Cl)cc3)CCC2)o1
    -0.9	-0.4	-4	-22	-0.6	-1	17	-1	1.7
COc1ccc2c(c1)c1ccccc1n2C
    0.6	0.7	1	-6	0.5	0	55	-5	3.5
CCCc1cc(=O)n2[nH]c(-c3ccccc3)cc2n1
    0.7	-0.2	-2	-16	0.5	3	0	-28	2.6
O=C(Nc1ccc2oc(-c3cccnc3)nc2c1)c1ccc([N+](=O)[O-])o1
    -1.3	0.9	0	11	0.8	-2	-58	4	-0.4

Later entries:
Each structure is followed by: TRPN1 ag	PERK inhibitor	Ba/F3 V617F tox	S1P4 antag	TRPML3 ag	BaF3 tox	EP2 mod	m-calpain inh	S1P4 agonist
N#C/C(=C/c1ccc(CNS(=O)(=O)c2ccccc2)o1)C(=O)NCc1ccccc1
    -1.2	-0.7	-1	-13	-0.2	5	-3	27	1.3
CC1(C)Cc2c(C#N)c(NCC3CCCO3)nc(-c3ccco3)c2CO1 (centres undefined)
    -1.6	-0.2	0	-19	0.5	9	45	-428	-0.2
Cc1ccc(-n2[nH]c(=O)c3cccnc32)cc1
    -0.1	0.7	-2	-3	-0.1	1	-3	15	0.4
O=C(O)c1ccccc1C(=O)c1ccc2c(c1)N(Cc1ccc(Cl)c(Cl)c1)C(=O)CO2
    -0.8	1.1	3	3	-0.2	5	-10	22	-1.2
O=C(Nc1nccs1)c1ccc(Br)o1
    -0.6	0.3	-1	-6	0.6	1	30	-7	-2.1
O=C(Nc1nc2ccccc2[nH]1)c1cccs1
    0.7	-0.1	0	0	1.2	9	-46	-3	0.6
O=C(CCS(=O)(=O)c1cccs1)N1CCN(c2ccc(F)cc2)CC1
    1.5	-0.3	-2	-4	0.2	11	-1	-20	1.2
COc1cccc(C(=O)CSc2nc3ccccc3n2CC(=O)N(C(C)C)C(C)C)c1
    0.0	-0.8	0	-9	-0.8	1	24	-2	2.4
Cc1ccc(-c2nnc(-c3ccc(NC(=O)c4ccco4)cc3)o2)cc1
    3.1	-0.8	-2	-6	0.7	4	22	-474	3.0
Cc1ccc2[nH]c(C)cc(=S)c2c1
    0.1	1.0	0	-8	0.6	4	75*!	-16	0.7
Cc1nn(CCc2nn[nH]n2)c2nc(-c3ccc(Br)cc3)cc(C(F)(F)F)c12
    1.5	-0.2	6	0	-0.2	6	56	-102	-2.7
CC(=O)Nc1nc2ccccc2n1Cc1ccc(Cl)cc1
    1.0	-1.9	-6	-12	0.2	3	-19	11	-0.1
O=C(CCc1ccccc1)Nc1ccc(S(=O)(=O)N2CCCC2)cc1
    1.7	0.3	-4	-23	-0.3	0	-67	6	0.7
O=c1c(Cc2ccc(Cl)cc2)c(O)ccn1Cc1cccc(Cl)c1
    1.3	0.4	-3	13	1.5	2	19	-2	-2.8
COc1ccc(N(CC(=O)Nc2ccc3c(c2)OCCO3)S(C)(=O)=O)c(OC)c1
    -0.8	-0.7	-2	-19	0.4	2	4&-5	-12	1.2

Next section
Each structure is followed by: TRPN1 ag	PERK inhibitor	Ba/F3 V617F tox	S1P4 antag	TRPML3 ag	BaF3 tox	EP2 mod	m-calpain inh	S1P4 agonist
CCN1CCN(CC(=O)n2c3c(c4ccccc42)CC(C)CC3)CC1 (centres undefined)
    -0.6	-0.8	3	11	0.7	5	-26	-10	1.7
CCOC(=O)C1=C(C)NC2=C(C(=O)CC(C)(C)C2)C1c1ccc(O)c(OCC)c1 (centres undefined)
    -1.4	-2.1	5	9	0.6	4	25	9	-0.2
CCOc1ccc(NC(=O)CCCN2C(=S)NC(C)(C)CC2C)cc1 (centres undefined)
    -1.3	-0.4	-3	-5	0.1	-1	-34	-6	-1.6
COc1ccc(S(=O)(=O)Cc2ccc(C(=O)N3CCN(c4ccccc4)CC3)o2)cc1
    0.7	-1.1	1	-13	0.3	6	-23	-4	0.4
COC(=O)Nc1nc(-c2ccccc2)c(C(=O)c2ccc(Cl)cc2)s1
    -0.1	0.3	0	-7	0.9	6	48	18	0.1
CCn1cc(C(=O)N2CCN(c3ccc([N+](=O)[O-])cc3)CC2)c(=O)c2ccc(C)nc21
    1.3	-0.8	4	7	1.0	5	19	-7	1.7
COc1ccc(C2SCC(=O)N2C)cc1 (centres undefined)
    -0.3	0.0	-2	7	1.6	1	20	-60	-4.7
COc1cccc(-c2cc(C(=O)N/N=C/c3ccc(OC)c(COC(C)=O)c3)c3ccccc3n2)c1
    0.7	0.2	-1	15	0.7	4	-13	-122	-1.6
O=C(CSc1nc2ccccc2n1CC(=O)NCc1ccccc1)NCc1ccco1
    1.1	0.3	-2	-2	0.5	0	-8	15	-0.3

Single entries from above:
Cc1c(O)ccc(-c2n[nH]c(C(=O)O)c2-c2nc3ccccc3s2)c1O in S1P4 agonist = 1.2
CCC(C)(C)n1nnnc1C(c1ccc(C)cc1)N1CCN(Cc2ccc3c(c2)OCO3)CC1 (centres undefined) in TRPML3 ag = 0.0
